Mito fusion yeast – qHTS Assay for Small Molecule Inhibitors of Mitochondrial Division or Activators of Mitochondrial Fusion; AID 485298, 2010; actives 0.23% (n = 320,000); Potency, µM (series often up to 46.1 µM), inactives show top-dose growth rescue (activation), most hits filed as activators; S. cerevisiae fusion-defective mutant growth rescue, CellTiterGlo 48 h;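 further: potency means the concentration at half of the fitted maximal effect; % of control where 0% means no effect; nearly all actives have a fitted effect of over 45% in size; temperature-sensitive fusion mutants such as fzo1-1 at 37 °C on non-fermentable ethanol glycerol medium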
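S. cerevisiae fusion-defective temperature-sensitive mutants (e.g. fzo1-1, mgm1-5) grown 48 h at 37C in YPEG (ethanol/glycerol non-fermentable) medium with 23 nl compound per well; growth rescue read as CellTiterGlo luminescence.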
Tb PFK inh – qHTS Assay to Find Inhibitors of T. brucei phosphofructokinase. actives 0.17% (n = 330,000). ATP-dependent 6-phosphofructokinase (Trypanosoma brucei brucei), O15648. Potency, µM (top dose mostly 57.5 µM), without a hit: top-dose activity, negative = inhibition, hits mostly inhibitors. T. brucei PFK, ADP-Glo luminescence;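 further: potency means the concentration at half of the fitted maximal effect; 0% = uninhibited 1x PFK enzyme wells and -100% = no-enzyme wells; nearly all actives have a fitted effect of over 60% in size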
Target sequence (O15648 whole entry, looked up): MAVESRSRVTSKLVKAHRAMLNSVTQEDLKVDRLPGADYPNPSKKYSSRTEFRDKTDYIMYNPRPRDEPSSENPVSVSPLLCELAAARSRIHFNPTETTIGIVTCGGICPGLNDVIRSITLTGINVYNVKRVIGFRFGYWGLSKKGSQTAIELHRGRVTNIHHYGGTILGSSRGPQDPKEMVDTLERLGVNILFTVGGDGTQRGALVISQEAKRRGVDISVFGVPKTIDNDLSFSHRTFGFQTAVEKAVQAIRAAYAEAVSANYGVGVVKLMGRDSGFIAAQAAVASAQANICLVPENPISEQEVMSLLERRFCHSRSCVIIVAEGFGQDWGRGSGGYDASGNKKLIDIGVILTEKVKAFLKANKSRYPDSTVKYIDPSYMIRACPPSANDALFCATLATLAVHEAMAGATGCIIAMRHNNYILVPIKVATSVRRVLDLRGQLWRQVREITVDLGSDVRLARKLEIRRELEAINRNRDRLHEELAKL
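Compounds were pin-transferred as a titration series up to 57 uM into substrate buffer (0.5 mM F6P, 0.1 mM ATP, pH 8.0), then 1.25 nM PFK was added and reactions ran 45 min before ADP-Glo detection.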
AT treatment – qHTS Assay for Identifying a Potential Treatment of Ataxia-Telangiectasia | […] A-T fibroblasts, KAP-1 phosphorylation AlphaLISA; neocarzinostatin DNA damage 30 min before lysis | Potency, µM (highest dose often 57.5 µM), for the others: top-dose activation, most hits filed as activators | actives 0.19% (n = 320,000); further: potency means the concentration at half of the fitted maximal effect; % of control where 0% means no effect; nearly all actives have a fitted effect of over 45% in size
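ATM-like activity read as KAP-1 phosphorylation via AlphaLISA donor/acceptor antibody pairs after lysis and 6 hr at 25C. Cells were ATM-null patient fibroblasts ([…], hTERT), dosed 60 min, then exposed to the DSB inducer NCS for 30 min.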
ELG1 repair inh – qHTS screen for small molecules that inhibit ELG1-dependent DNA repair in human embryonic kidney (HEK293T) cells expressing luciferase-tagged ELG1; HEK293T ELG1-luciferase reporter, luminescence, 16 h; DNA damage induced by 5-fluorouridine; Potency, µM (doses to about 46.1 µM), inactives show top-dose activity change, negative = inhibition, hits mostly inhibitors; actives 2.3% (n = 330,000); further: potency means the concentration at half of the fitted maximal effect; on the % scale 0 is the no-effect control and ±100 the full control effect; nearly all actives have a fitted effect of over 55% in size
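Cells (2,000 per well) received 5-fluorouridine plus test compound or DMSO and were incubated 16 hr at 37 °C, 5% CO2. Luciferase activity was read by luminescence 30 min after ONE-Glo addition; signal suppression marked inhibition of damage-induced ELG1 function.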
TSHR antag – Antagonists of the Thyroid Stimulating Hormone Receptor: HTS campaign. activity change, negative = inhibition, % at 11.5 µM. actives 0.2% (n = 330,000). TSHR-expressing cells, TSH-stimulated cAMP HTRF, 2 h; hits give low values;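 active means activity change below a set negative limit, meaning inhibition stronger than a set level, cut at about -70% in these data; inconclusive means activity change between two set negative limits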; further: on the % scale 0 is the no-effect control and ±100 the full control effect
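Read-out is FRET at 665 nm (cryptate excitation 337 nm) from a cryptate-tagged anti-cAMP antibody, competed by cell cAMP against cAMP-d2. Compounds are tested on freshly harvested TSHR cells challenged with 4nM TSH (EC80) for 2 hours at 37 deg C.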
Chronic BCR inh – qHTS Assay to Find Inhibitors of Chronic Active B-Cell Receptor Signaling; actives 0.05% (n = 340,000); ABC-DLBCL IkBa-CBG/CBR reporter, luminescence ratio, 4 h; Potency, µM (series often up to 46.1 µM), without a hit: at the highest dose ratio change, negative = lower green/red ratio, most hits filed as inhibitors; active means well fitted inhibition curve with a large enough effect in the signal ratio, with a control signal flat, not every such curve was filed as active; inconclusive means small, poorly fitted or top-dose-only effect, or effect the other way, or a change in a side signal; the % refers to the signal ratio;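 further: potency means the concentration at half of the fitted maximal effect; plate controls were basal doxycycline-induced cells for no effect and cells given 10 µM MG132 for full effect; MG132 reads +100%, hits lower the ratio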
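TMD8 human ABC-DLBCL cells with doxycycline-inducible IκBα–green luciferase fusion and unfused red luciferase, in 0.5% FBS medium; compounds up to 46 uM, 4 h at 37C. Green/red luminescence ratio, filter-overlap corrected, fitted to concentration-response curves.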
a7 integrin act – qHTS for Activators of Integrin-Mediated Alleviation for Muscular Dystrophy; actives 0.064% (n = 350,000); Potency, µM (highest dose often 38.3 µM), for inactives: at the highest dose activation, hits mostly activators; AID 624291, 2012; alpha7betagal myoblasts, beta-gal FDG fluorescence, 48 h;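 further: potency means the concentration at half of the fitted maximal effect; 100% = response of the positive control SU9516; nearly all actives have a fitted effect of over 60% in size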
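Alpha7betagal+/- myoblasts (passage 13) were plated 16-24 hr, then exposed to compounds (1:260 dilution of DMSO stock) for 48 hours at 37C. After MPER lysis, β-galactosidase reporter activity was read as FDG fluorescence (ex 480/em 540) after 30 minutes.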
S-ASM inh – Inhibitors of Secretory Acid Sphingomyelinase (S-ASM): qHTS. Sphingomyelin phosphodiesterase (Homo sapiens), P17405. Potency, µM (highest dose often 57.5 µM), for inactives: at the top dose activity change, negative = inhibition, hits mostly inhibitors. placental ASM, HMU-PC fluorogenic substrate, 60 min. actives 0.006% (n = 340,000); further: potency means the concentration at half of the fitted maximal effect
Target sequence (P17405 47-631 limits assumed): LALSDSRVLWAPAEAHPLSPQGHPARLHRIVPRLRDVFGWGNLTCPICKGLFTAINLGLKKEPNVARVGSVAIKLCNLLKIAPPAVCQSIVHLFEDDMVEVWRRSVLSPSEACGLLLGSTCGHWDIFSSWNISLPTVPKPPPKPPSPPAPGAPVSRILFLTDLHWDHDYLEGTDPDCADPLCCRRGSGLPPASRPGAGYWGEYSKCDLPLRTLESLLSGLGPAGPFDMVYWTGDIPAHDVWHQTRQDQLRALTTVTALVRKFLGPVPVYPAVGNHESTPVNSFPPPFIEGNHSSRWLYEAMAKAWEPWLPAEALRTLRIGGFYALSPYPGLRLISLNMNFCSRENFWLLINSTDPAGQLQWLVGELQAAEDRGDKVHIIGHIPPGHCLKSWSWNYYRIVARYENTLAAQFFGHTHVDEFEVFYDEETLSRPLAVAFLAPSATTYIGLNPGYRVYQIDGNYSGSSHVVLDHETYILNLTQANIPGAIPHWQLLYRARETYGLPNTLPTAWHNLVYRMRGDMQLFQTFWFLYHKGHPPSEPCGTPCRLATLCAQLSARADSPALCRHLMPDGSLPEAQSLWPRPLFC
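HMU-PC0 cleavage (9 uM final) by human placental ASM, 60 min at 37 °C following 10 min compound exposure at RT; stopped at pH 10, fluorescence Ex 386/Em 447 nm.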
PTAP TSG101 blk – qHTS Assay for Iinhibitors of HIV-1 Budding by Blocking the Interaction of PTAP/TSG101. AID 493005, 2010. 340,000 tested, under 10 active. Fluorescence polarization, FITC-PTAP peptide / Tsg101 binding. Potency, µM (titrated, usually from 115 µM), for inactives: at the top dose activity change, negative = inhibition, most hits filed as inhibitors. Tumor susceptibility gene 101 protein (Homo sapiens), Q99816; active means well fitted inhibition curve with a large enough effect in the main read-out, with a control signal flat, not every such curve was filed as active; inconclusive means small, poorly fitted or top-dose-only effect, or effect the other way, or a change in a side signal; inactive means no such curve, though single readings can be large or run the other way; further: potency means the concentration at half of the fitted maximal effect; % of control where 0% means no effect
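Steps: Tsg101 binding domain dispensed (10 uM final), compounds pinned in DMSO, FITC-labeled PTAP-motif peptide added (50 nM final); after 20 min binding at room temperature, polarization measured.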
Eya2 inh – qHTS Assay for Inhibitors of the Phosphatase Activity of Eya2. recombinant Eya2, OMFP fluorescence dephosphorylation (OMFP is methylfluorescein phosphate). Potency, µM (doses to about 76.9 µM), without a hit: at the highest dose activity, negative = inhibition, hits mostly inhibitors. actives 0.006% (n = 330,000); further: potency means the concentration at half of the fitted maximal effect; on the % scale 0 is the no-effect control and ±100 the full control effect
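Eya2 protein (added as 0.2 uM solution) was preincubated with compound for 10 min at ambient temperature in 50 mM HEPES pH 7.5, 50 mM NaCl, 5 uM MgCl2, 0.05% BSA, 1 mM DTT. OMFP (added at 50 uM) then reacted 10 min; fluorescence read at 485/525 nm.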
TCR act – Activators of T cell receptors: qHTS campaign | primary human leukocytes, anti-CD3, IL-2 HTRF, 48 h | Potency, µM (highest dose often 9.22 µM), inactives show top-dose activation of IL-2 secretion, hits mostly activators | 330,000 tested, under 10 active | AID 504894, 2011; further: % of control where 0% means no effect
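Readout: HTRF IL-2, Eu-cryptate/d2 antibody pair, 320nm excitation, 665nm emission. Stimulus: a-CD3 beads, no co-stimulation. Cells: primary human leukocytes. Exposure: 48 hr with compound.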
Numbers without * were called inactive; ? = inconclusive; . = not tested or not shown; [ ] = another dose, or the depositor's remark. Unless noted, the call rests on the fitted dose curve; in most records, active means well fitted curve in the direction sought with a large enough effect; inconclusive means small, poorly fitted or top-dose-only effect, or another doubt; inactive means no such curve, though single readings can be large; an effect the other way counts as inactive or inconclusive.

SMILES	Mito fusion yeast	Tb PFK inh	AT treatment	ELG1 repair inh	TSHR antag	Chronic BCR inh	a7 integrin act	S-ASM inh	PTAP TSG101 blk	Eya2 inh	TCR act
Cc1ccc(C(=O)NCc2ccc3c(c2)OCO3)cc1S(=O)(=O)N1CCCCC1	17%	-9%	16%	?	-14	6%	8%	2%	0%	-35%	7%
CCc1noc(C)c1C(=O)N1CCN(S(=O)(=O)c2ccc(C(C)=O)cc2)CC1	-3%	-16%	5%	10%	66	-1%	10%	6%	-1%	-1%	-2%
Nc1nc2c([N+](=O)[O-])cccc2s1	13%	7%	7%	?	-8	0%	19%	-5%	-4%	0%	-2%
CCc1ccc(CCC(=O)Nc2ccc(C(C)=O)cc2)o1	-7%	3%	-3%	?	13	0%	9%	0%	2%	2%	-6%[46.1 µM]
CCCCNC(=O)CSc1nc2ccccc2c(=O)n1CC1COc2ccccc2O1 (centres undefined)	0%	0%	5%	-3%	4	4%	-4%	-1%	-1%	-18%	3%
C/C(=N\NC(=O)c1ccc(C)cc1C)c1ccc2c(c1)OCO2	-2%	-5%	-2%	13%	6	?	-11%	1%	-1%	3%	0%[46.1 µM]
Cc1cc(C)nc(SCc2nnc(SCC(=O)N3CCOCC3)o2)n1	-3%	1%	4%	4%	3	?	7%	2%	-5%	14%	2%
COC(=O)CSc1nnc(-c2cccs2)n1-c1ccc(Cl)cc1	-2%	27%	-1%	2%	8	1%	3%	1%	-5%	-6%	.
CC1(C)Cc2c(C#N)c(N3CCN(C(=O)c4ccccc4Cl)CC3)nc(-c3ccco3)c2CS1	-19%	-2%	7%	?	-5	15%	8%	361%[activator]	2%	-5%	2%
CCOC(=O)Cn1c(=O)oc2cc(S(=O)(=O)N3CCc4ccccc43)ccc21	4%	-1%	1%	-1%	-5	14%	4%	-1%	0%	-4%	-4%
Cc1ccc2cc(CN(Cc3ccco3)S(=O)(=O)c3c(C)ccc4nsnc34)c(=O)[nH]c2c1	4%	-6%	-1%	?	2	17%	-28%	-2%	-2%	13%	4%
CN(Cc1ccccc1)C1CCN(Cc2ccccc2[N+](=O)[O-])CC1	13%	-7%	-3%	-10%	19	2%	-30%	1%	2%	-29%	-4%
COc1cc(CCN2C(=O)c3cccc4cccc(c34)C2=O)c(S(=O)(=O)NCCO)cc1OC	-6%	-2%	-6%	4.6µM*	0	-6%	18%	-2%	-1%	-1%	-5%[46.1 µM]
CC(C(N)=O)N1C(=O)C2C3C=CC(C3)C2C1=O (centres undefined)	-3%	14%	-2%	3%	3	?	8%	1%	-2%	-6%	-2%
CCOc1ccc(NC(=O)c2oc3ccccc3c2NC(=O)CC)cc1	2%	1%	10%	?	-6	8%	.	.	.	15%	.
CC(=O)Nc1cccc(NC(=O)C(F)(F)F)c1	-1%	-21%	3%	0%	20	-7%	0%	5%	0%	13%	-2%
O=C(Cc1csc(-c2ccccc2)n1)NCC(=O)Nc1ccc(F)c(F)c1F	.	-3%	5%	-4%	-14	4%	5%	3%	0%	-8%	-2%[46.1 µM]
CC(=O)OCC1=C(C(=O)O)N2C(=O)C(NC(=O)C(C)Cn3nc(C)c(Cl)c3C)C2SC1 (centres undefined)	3%	-21%	0%	6%	-7	-3%	-15%	-9%	-4%	4%	2%
O=C(NCc1cccc(F)c1)C1CCC(=O)N(CCc2cccc(F)c2)C1 (centres undefined)	2%	-3%	1%	19%	-7	2%	29%	-1%	-7%	6%	-6%
COc1cc(C(C)=O)ccc1OCC(O)Cn1nc(C)c(C(C)=O)c1C (centres undefined)	3%	-7%	1%	0%	5	-10%	25%	4%	5%	-2%	-2%

Single records, from the list above:
CC(=O)Nc1cccc(NC(=O)C(F)(F)F)c1 is entered as Mito fusion yeast = -1%; Tb PFK inh = -21%; AT treatment = 3%; ELG1 repair inh = 0%; TSHR antag = 20; Chronic BCR inh = -7%; a7 integrin act = 0%; S-ASM inh = 5%; PTAP TSG101 blk = 0%; Eya2 inh = 13%; TCR act = -2%
CC(=O)OCC1=C(C(=O)O)N2C(=O)C(NC(=O)C(C)Cn3nc(C)c(Cl)c3C)C2SC1 (centres undefined) is entered as Mito fusion yeast = 3%; Tb PFK inh = -21%; AT treatment = 0%; ELG1 repair inh = 6%; TSHR antag = -7; Chronic BCR inh = -3%; a7 integrin act = -15%; S-ASM inh = -9%; PTAP TSG101 blk = -4%; Eya2 inh = 4%; TCR act = 2%

The list goes on:
SMILES	Mito fusion yeast	Tb PFK inh	AT treatment	ELG1 repair inh	TSHR antag	Chronic BCR inh	a7 integrin act	S-ASM inh	PTAP TSG101 blk	Eya2 inh	TCR act
COc1ccc(OCc2ccc(C(=O)N3CCOCC3)cc2)cc1	0%	0%	11%	2%	4	?	16%	3%	-1%	-8%	-1%[46.1 µM]
COc1ccc(C(=O)Nc2ccc(N3CCOCC3)cc2)cc1S(=O)(=O)NC1CCCC1	2%	-3%	-1%	?	0	-3%	-27%	-1%	-8%	9%	-79%
CCOC(=O)C1=CN(Cc2ccco2)S(=O)(=O)N(CC)C1c1ccccc1 (centres undefined)	.	-7%	6%	-11%	46	?	-12%	-7%	-7%	-7%	-8%[46.1 µM]
Cc1ccc(CSCCC(=O)NCCC2=CCCCC2)cc1	13%	-3%	5%	?	-7	4%	22%	-3%	2%	-13%	1%[46.1 µM]
O=C(Nc1ccc(Cl)c([N+](=O)[O-])c1)Nc1nc2ccccc2s1	-34%[inhibitor]	-6%	-1%	?	-7	?	.	.	.	11%	.
CC(/C=N/NC(=O)c1ccc(Br)cc1)=C\c1ccccc1	-8%	-19%	.	?	.	-41%	3%	1%	-8%	28%	6%
CCOc1ccc(NC(=O)C2CCN(S(=O)(=O)c3cccs3)CC2)cc1	10%	-7%	3%	0%	30	7%	-40%	-1%	-5%	9%	9%
COc1ccc(-n2ncc3c(NCc4cccs4)ncnc32)cc1	1%	-5%	3%	?	-13	?	-9%	0%	-14%	-4%	1%
O=C(Nc1ccc(Cl)cc1)c1ccc(CN2CCc3ccccc3C2)cc1	-1%	0%	2%	?	-26	-1%	3%	-1%	0%	-9%	-5%
O=C1C2CCCN2C(=O)N1CCCN1CCN(c2cccc(Br)c2)CC1 (centres undefined)	1%	-8%	-9%	-7%	3	0%	?	-2%	-8%	-3%	-7%
COc1cc(/C(C)=N\NC(=O)CSc2nc3ccccc3n2C)ccc1O	9%	0%	-19%	-21%	3	?	0%	-3%	-5%	3%	-1%
COc1ccccc1N1CCN(C2CCN(C(=O)c3ccc(F)cc3)CC2)CC1	?	0%	0%	-9%	-7	0%	1%	1%	-3%	0%	12%[46.1 µM]
NS(=O)(=O)c1cccc(NC(=O)CSc2nnc(C3CC3)n2-c2ccccc2)c1	.	4%	11%	-2%	-6	-4%	-22%	2%	1%	-3%	-3%
Cc1cc(N2CCCCC2)nc(N2CCCCC2)n1	-1%	4%	-1%	3%	4	0%	3%	-4%	-2%	-7%	1%
CCn1c(C)nc2cc(C(=O)N/N=C/c3ccc(O)c(O)c3O)ccc21	0%	?	-13%	?	-8	6%	-70%[inhibitor]	8%	-2%	4%	-8%

Part of the list above, limited to a7 integrin act, Eya2 inh and Tb PFK inh.
compound	a7 integrin act	Eya2 inh	Tb PFK inh
COc1ccc(C(=O)Nc2ccc(N3CCOCC3)cc2)cc1S(=O)(=O)NC1CCCC1	-27%	9%	-3%
COC(=O)CSc1nnc(-c2cccs2)n1-c1ccc(Cl)cc1	3%	-6%	27%

Rows are unselected (roughly 3.2% active in at least one column).
